HEK293 viab: cell viability loss counter-screen; HEK-293-SNCA-luc viability, GF-AFC fluorescence, 24 h; Potency, µM (series often up to 57.1 µM), for the others: top-dose activity change, negative = cytotoxicity, actives largely listed as cytotoxic; 150,000 compounds, 0.12% hits; AID 1671193;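 also: potency is read from the fitted curve at half-maximal effect; 0% = DMSO-treated cells and -100% = medium-only wells without cells; nearly all actives have a fitted effect of over 30% in size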
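Cytotoxicity counterscreen: after 24 h compound treatment of genome-edited SNCA-luciferase HEK-293 cells, live-cell protease substrate GF-AFC read by fluorescence after 30 min; activity scaled between DMSO (0%) and medium-only (-100%), curves Hill-fitted.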
IP6K1 inh: blocks human inositol hexakisphosphate kinase 1 | IP6K1 kinase, ADP-Glo luminescence, 2 h; hits give low values | activity change, % (series mostly up to about 58 µM) | 140,000 compounds, 0.81% hits; in the data active = activity change below about -25%
Target sequence (Q92551 whole entry, looked up): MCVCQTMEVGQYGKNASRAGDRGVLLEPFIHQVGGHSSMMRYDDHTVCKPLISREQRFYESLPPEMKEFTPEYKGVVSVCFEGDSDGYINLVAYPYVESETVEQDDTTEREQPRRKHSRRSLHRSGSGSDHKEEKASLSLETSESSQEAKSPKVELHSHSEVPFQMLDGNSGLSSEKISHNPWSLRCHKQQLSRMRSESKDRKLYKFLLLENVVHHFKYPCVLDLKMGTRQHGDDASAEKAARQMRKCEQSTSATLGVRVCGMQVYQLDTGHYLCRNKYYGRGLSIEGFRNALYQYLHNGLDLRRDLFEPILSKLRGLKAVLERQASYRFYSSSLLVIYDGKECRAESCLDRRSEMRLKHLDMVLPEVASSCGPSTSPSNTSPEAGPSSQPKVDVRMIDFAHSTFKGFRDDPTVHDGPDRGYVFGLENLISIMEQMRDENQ
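ADP-Glo luminescence measures ADP made by human IP6K1 during a 2 h RT reaction with ATP/IP6 (mix at 1.3 mM/130 uM); top library doses 57.5 and 19.1 uM final.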
GPT2 inh: blocks human glutamate pyruvate transaminase 2; Q8TD30; 100,000 compounds, 0.25% hits; Potency, µM (titrated, usually from 57.7 µM), for inactives: top-dose activity change, negative = inhibition, usual class: inhibitors; Recombinant GPT2, coupled pyruvate oxidase/HRP Amplex Red fluorescence; also: potency is read from the fitted curve at half-maximal effect; nearly all actives have a fitted effect of over 60% in size; many of its hits are not listed in these tables
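Fluorescence read-out: pyruvate from GPT2 turnover coupled to pyruvate oxidase, HRP and Amplex Red (0.2mM ThPP, 0.2U/mL PO and HRP, 50uM Amplex final). Substrates 250uM a-KG, 2mM L-alanine; enzyme 10ng/uL; 30 min RT.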
SNCA expr inhib: reduces expression of the alpha-synuclein gene. HEK-293 SNCA-luciferase knock-in, luminescence, 24 h. Potency, µM (top dose mostly 57.2 µM), for inactives: at the top dose activity change, negative = inhibition, hits mostly inhibitors. 140,000 compounds, 0.17% hits;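 also: potency is read from the fitted curve at half-maximal effect; plate controls were DMSO cells for no effect and cell-free wells for full effect; nearly all actives have a fitted effect of over 45% in size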
HEK293 tox: kills HEK 293 cells | HEK 293 viability, ATP luminescence (CellTiter-Glo), 48-72 h | Potency, µM (titrated, usually from 115 µM), for the others: at the top dose activity change, negative = cytotoxicity, most hits filed as inhibitors | 94,000 compounds, 6.6% hits; also: potency is read from the fitted curve at half-maximal effect; nearly all actives have a fitted effect of over 60% in size
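Pintool-delivered compounds were incubated with HEK 293 cells (250 cells/well) at 37 degree Celsius for 48 or 72 hr. ATP-dependent luminescence (CellTiter-Glo) then reported remaining viable cells.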
NIH3T3 tox: kills NIH 3T3 cells. 94,000 compounds, 4.3% hits. Potency, µM (series often up to 96.7 µM), inactives show at the highest dose activity change, negative = cytotoxicity, actives largely listed as inhibitors. NIH 3T3 viability, CellTiter-Glo ATP luminescence, 48-72 h; also: potency is read from the fitted curve at half-maximal effect; nearly all actives have a fitted effect of over 55% in size
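NIH 3T3 cells at 400 cells/well received 23 nL of compound by pintool and were incubated 48 or 72 h at 37 °C. Viability was read as ATP-coupled CellTiter-Glo luminescence.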
FLuc inh: inhibitors of firefly (Photinus pyralis) luciferase; purified P. pyralis luciferase, luminescence, biochemical; Potency, µM (titrated, usually from 115 µM), for the others: top-dose activity change, negative = inhibition, actives largely listed as inhibitors; 76,000 compounds, 2.5% hits; AID 1347043; also: potency is read from the fitted curve at half-maximal effect; nearly all actives have a fitted effect of over 65% in size
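Biochemical qHTS: compound (6-point titration) added to 10uM D-luciferin plus 10uM ATP in Tris acetate pH 7.5 buffer with Mg, Tween-20 and BSA, then purified enzyme at 10nM; light output imaged.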
Active calls of the source: *; i = inactive; ? = inconclusive; nt = not tested or not shown; & = joins results of further samples; [ ] = another dose, or the depositor's remark. Unless noted, calls follow the shape of the dose curve; as a rule, active = well fitted curve in the direction sought with a large enough effect; inconclusive = small, poorly fitted or top-dose-only effect, or another doubt; inactive = no such curve, though single readings can be large; an effect the other way counts as inactive or inconclusive. Unless noted, % is scaled to controls: 0 for no effect and ±100 for the full control effect. Not all compounds are listed; count on the stated rates, not on these rows.

SMILES	HEK293 viab	IP6K1 inh	GPT2 inh	SNCA expr inhib	HEK293 tox	NIH3T3 tox	FLuc inh
Cc1ccc(NC(=O)c2ccc3[nH]c(C)cc(=O)c3c2)cc1	8%	4	nt	35%	nt	nt	nt
COCCNC(=O)C[C@@H]1C[C@H]2O[C@H](CNCc3cccnc3OC)[C@@H](O)[C@H]2O1	2%[87.6 µM]	14	-12%[88.5 µM]	-19%[87.6 µM]	-4%[172 µM]	-2%[174 µM]	-1%[172 µM]
Clc1ccc(CN2CCc3nc(N4CCN(c5ccccn5)CC4)ncc3C2)cc1	-7%	-5	nt	-6%	nt	nt	nt
COc1ccc(Cl)cc1NC(=O)Cn1c(=O)n(Cc2ccc(F)cc2)c(=O)c2cccnc21	-2%	23	nt	-1%	nt	nt	nt
N#Cc1c(-n2ncnc2-c2ccc(F)cc2)sc2c1CCCCC2	2%	-7	nt	-8%	nt	nt	nt
Cc1cc2c(cc1Cl)N(C(=O)Nc1ccc(Oc3cccnc3C)nc1)CC2	-16%	nt	i	-27%	nt	nt	nt
CS(=O)(=O)c1ccc(CN2CCC3(CCNCC3)C2)cc1	8%	-1	?	12%	-20%	-18%	-1%
Cn1nnnc1SCCCNCc1ccccc1OCc1ccc(F)cc1	-6%	18	nt	1%	nt	nt	nt
c1ccc(Cc2ncc3c(n2)CCNCC3)cc1	1%	-7	-19%	nt	nt	nt	nt
Cc1noc(-c2cccs2)c1C(=O)NC(C)CCc1ccccc1 (stereo not given)	-2%	1	-1%	-15%	-5%	-16%	3%
CN1C(=O)CS(=O)C12CCN(C(=O)C1(c3ccccc3)CC1)CC2 (stereo not given)	-6%	-15	i	?	-16%	-7%	-9%
O=C(N[C@H]1[C@@H]2CCO[C@@H]2[C@@H]1C1CCCC1)c1ncc(F)cc1F	0%	46	-1%[11.5 µM]	7%	-13%	?	11%
O=C(c1ccncc1)N1CC2CCC(C1)N2Cc1ccc(-c2ccsc2)cc1	-7%&-16%	-18&-8	4%	-27%&-21%	?	?	6%
Cc1ccc(S(=O)(=O)Nc2nc3ccccc3nc2Nc2ccc3nsnc3c2)cc1	-2%[23.9 µM]	nt	3%[27.3 µM]	46%[activator][25.6 µM]	nt	nt	nt
O=C(NCc1ccncc1)C1CCC(=O)N(C2CCCCCC2)C1 (stereo not given)	-2%	45	0%[11.5 µM]	0%	i	3%	-1%

13 entries from above, with two lines to a compound:
Each structure is followed by: HEK293 viab | IP6K1 inh | GPT2 inh | SNCA expr inhib | HEK293 tox | NIH3T3 tox | FLuc inh
COCCNC(=O)C[C@@H]1C[C@H]2O[C@H](CNCc3cccnc3OC)[C@@H](O)[C@H]2O1
 : 2%[87.6 µM] | 14 | -12%[88.5 µM] | -19%[87.6 µM] | -4%[172 µM] | -2%[174 µM] | -1%[172 µM]
Clc1ccc(CN2CCc3nc(N4CCN(c5ccccn5)CC4)ncc3C2)cc1
 : -7% | -5 | nt | -6% | nt | nt | nt
COc1ccc(Cl)cc1NC(=O)Cn1c(=O)n(Cc2ccc(F)cc2)c(=O)c2cccnc21
 : -2% | 23 | nt | -1% | nt | nt | nt
N#Cc1c(-n2ncnc2-c2ccc(F)cc2)sc2c1CCCCC2
 : 2% | -7 | nt | -8% | nt | nt | nt
Cc1cc2c(cc1Cl)N(C(=O)Nc1ccc(Oc3cccnc3C)nc1)CC2
 : -16% | nt | i | -27% | nt | nt | nt
CS(=O)(=O)c1ccc(CN2CCC3(CCNCC3)C2)cc1
 : 8% | -1 | ? | 12% | -20% | -18% | -1%
Cn1nnnc1SCCCNCc1ccccc1OCc1ccc(F)cc1
 : -6% | 18 | nt | 1% | nt | nt | nt
c1ccc(Cc2ncc3c(n2)CCNCC3)cc1
 : 1% | -7 | -19% | nt | nt | nt | nt
Cc1noc(-c2cccs2)c1C(=O)NC(C)CCc1ccccc1 (stereo not given)
 : -2% | 1 | -1% | -15% | -5% | -16% | 3%
CN1C(=O)CS(=O)C12CCN(C(=O)C1(c3ccccc3)CC1)CC2 (stereo not given)
 : -6% | -15 | i | ? | -16% | -7% | -9%
O=C(N[C@H]1[C@@H]2CCO[C@@H]2[C@@H]1C1CCCC1)c1ncc(F)cc1F
 : 0% | 46 | -1%[11.5 µM] | 7% | -13% | ? | 11%
O=C(c1ccncc1)N1CC2CCC(C1)N2Cc1ccc(-c2ccsc2)cc1
 : -7%&-16% | -18&-8 | 4% | -27%&-21% | ? | ? | 6%
Cc1ccc(S(=O)(=O)Nc2nc3ccccc3nc2Nc2ccc3nsnc3c2)cc1
 : -2%[23.9 µM] | nt | 3%[27.3 µM] | 46%[activator][25.6 µM] | nt | nt | nt

Continued.
SMILES	HEK293 viab	IP6K1 inh	GPT2 inh	SNCA expr inhib	HEK293 tox	NIH3T3 tox	FLuc inh
Cc1ccccc1NC(=O)N1CCCC(c2noc(COc3ccccc3)n2)C1 (stereo not given)	0%[12.5 µM]	16	-21%	1%	?	?	-19%
Cc1ccc(CNC(=O)C(C)C2CCOCC2)cc1 (stereo not given)	-6%[12.5 µM]	-11	i	-11%	5%	1%	-6%
Cc1cc(OC2CN(C(=O)c3ccccn3)C2)ccc1F	1%[87.6 µM]	9	4%[88.5 µM]	18%[87.6 µM]	79µM*	?	?
CCOc1ccccc1NC(=O)c1nn(-c2ccc(C)cc2)c(=O)n(C)c1=O	11%	4	nt	1%	nt	nt	nt
O=C(C1CCCN1C(=O)c1ccccc1)N1CCC(c2nc3ccncc3[nH]2)CC1 (stereo not given)	4%	21	i	-2%	0%	-14%	nt
COc1ccc(OC)c(NC(=O)N2CCc3nc(-c4ccccc4)[nH]c3C2)c1	?	27	i	?	?	?	nt
COc1ccc(-c2cccc(C(=O)N3CCC(NC(=O)c4ccccc4OC)CC3)c2)nn1	nt	-4	nt	nt	28µM*	-19%	nt
Cc1ccc(OC(=O)c2cc(-c3ccc(Cl)cc3)on2)c(C)c1	-4%	-4	nt	13%	nt	nt	nt
CC(C)NC(=O)c1nc2cccnc2n(CCc2ccccc2)c1=O	5%[12.5 µM]	-12	i	-23%[87.6 µM]	20µM*	?	nt
Cc1ccc(CN2CCCn3nc(C(=O)NCCc4ccc(Cl)cc4)cc3C2=O)cc1	-11%	11	nt	27%	nt	nt	nt
COc1ccc(NC(=O)c2nc(S(=O)(=O)Cc3ccc(C)cc3)ncc2Cl)cc1	?	4	nt	?	nt	nt	nt
Cc1noc([C@@H]2CN(C(=O)Cc3ccsc3)C[C@H]2C(N)=O)n1	4%	14	5%	16%	-3%	-10%	-6%
CCc1ccc(NC(=O)CSc2nc3n[nH]c(C)c3c(=N)n2-c2ccccc2C)cc1	0%	5	nt	-2%	nt	nt	nt
CC1(C(=O)O)CCN(C(=O)C2CCCC2)CC1	3%[87.6 µM]	-8	i	0%[87.6 µM]	4%[230 µM]	-2%[174 µM]	nt
COc1ccc(C(=O)NCCn2c(C)cnc2-c2ccccc2)cn1	-8%	-2	i	2%	-4%	-2%	5%
Cn1c(CNC(=O)C[C@H]2NC(=O)c3ccccc3NC2=O)nc2ccccc21	4%	5	i	4%	-1%	i	-1%
CC(=O)c1ccc(NC(=O)O[C@@H]2CO[C@H]3[C@@H]2OC[C@@H]3NS(=O)(=O)Cc2ccccc2)cc1	5%	1	-7%	12%	-1%	5%	-3%
c1cnc2c(c1)nc1n2[C@@H](CNC2CCCCC2)COC1	-9%[87.6 µM]	3	-13%[88.5 µM]	0%[87.6 µM]	-12%[230 µM]	-9%[174 µM]	-1%[230 µM]
O=C(Nc1ccc(N2CCOCC2)c(C(=O)O)c1)c1ccc(Br)cc1	7%	-33*	nt	34%[activator]	nt	nt	nt
CCOc1cc(CNC(=O)c2ccc3c(c2)NC(=O)C2CCCCN32)cc(OCC)c1OCC (stereo not given)	11%	10	nt	-15%	nt	nt	nt

Record cards, as listed above:
Cn1c(CNC(=O)C[C@H]2NC(=O)c3ccccc3NC2=O)nc2ccccc21 reads HEK293 viab: 4%; IP6K1 inh: 5; GPT2 inh: i; SNCA expr inhib: 4%; HEK293 tox: -1%; NIH3T3 tox: i; FLuc inh: -1%
c1cnc2c(c1)nc1n2[C@@H](CNC2CCCCC2)COC1 reads HEK293 viab: -9%[87.6 µM]; IP6K1 inh: 3; GPT2 inh: -13%[88.5 µM]; SNCA expr inhib: 0%[87.6 µM]; HEK293 tox: -12%[230 µM]; NIH3T3 tox: -9%[174 µM]; FLuc inh: -1%[230 µM]

Screens as filed in PubChem BioAssay.
